Bioassay records from PubChem.
PAX8 reporter – inhibitors of PAX8 transcriptional activity in RMG-I cells; inhibition, % at 12.6 µM; RMG-I TPO-luciferase reporter, SteadyGlo, 24 h; actives 1.2% (n = 360,000);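 active = mean replicate inhibition at least 60% with every replicate also reaching 60%; inconclusive = only one of the two criteria is met; inactive = mean below 60% and not all replicates reaching 60%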;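 also: luciferase light reporting Pax8 driven TPO promoter activity; plate controls were median of neutral control wells for no effect and mitoxantrone controls for full effect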
EWS-Fli block – inhibitors of EWS/Fli oncoprotein transcriptional activity; A673 NR0B1-luciferase reporter, viability-normalised; inhibition, % at 12.6 µM; actives 0.67% (n = 350,000); AID 651661;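 active = mean inhibition of at least 50% after viability correction, with every replicate also passing that limit; inconclusive = mean reaches 50% but only one of two replicates passes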;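 also: firefly luciferase signal divided by Alamar Blue viability fluorescence both relative to DMSO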
ARNT-TACC3 inh – disrupts binding between human ARNT and TACC3; Q9Y6A5; AlphaScreen His-ARNT PAS-B/GST-TACC3 binding, luminescence; TACC3 fragment carries E629A point mutation; inhibition, % at 9.99 µM; actives 0.66% (n = 390,000);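 active = mean inhibition of replicates at least 50% and at least half of replicates each reaching 50%; inconclusive = half or more replicates reach 50% but mean below 50%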;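 also: 0% = complete ARNT plus TACC3 wells and 100% = ARNT alone without TACC3; many hits fall short of the cut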
DENV2 CPE – DENV2-induced cell death inhibition. actives 1.7% (n = 350,000). AID 651640. DENV2-infected cells, cytopathic effect rescue, plate reader. CPE inhibition, % at 9.99 µM; in the data active = CPE inhibition above about 20%, passing the limit was not always enough; inconclusive = no clear call, values can overlap the other calls; tested in BHK-21 cells;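 also: 0% = median of neutral control wells and 100% = median of positive control wells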
SIRT5 inh – sirtuin-5 (human) deacylase inhibition; actives 1.1% (n = 330,000); inhibition, % at 15 µM; Purified SirT5, succinyl-peptide AMC, trypsin-coupled fluorescence; AID 652115; in the data active = inhibition above about 15%; inconclusive = no clear call, values can overlap the other calls
Target sequence (Q9NXA8 whole entry, looked up): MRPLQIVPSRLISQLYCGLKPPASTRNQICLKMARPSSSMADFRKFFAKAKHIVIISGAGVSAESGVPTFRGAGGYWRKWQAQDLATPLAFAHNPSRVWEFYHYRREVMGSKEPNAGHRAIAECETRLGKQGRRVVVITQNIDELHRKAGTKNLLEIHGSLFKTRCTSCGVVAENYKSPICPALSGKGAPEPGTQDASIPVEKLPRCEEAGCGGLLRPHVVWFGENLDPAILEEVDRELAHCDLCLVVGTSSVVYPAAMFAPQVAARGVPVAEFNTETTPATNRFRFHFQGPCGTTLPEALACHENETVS
LGR2 antag – blocks bursicon-induced cAMP signaling via Drosophila LGR2. actives 0.35% (n = 380,000). inhibition, % at 9.99 µM. HEK293 LGR2, CRE-luciferase, bursicon-stimulated, 4 h;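 active = drop in luminescence signal, shown as inhibition above about 50% in the replicate tests, limit read from the data, passing the limit was not always enough; inconclusive = probably only some replicates passing the limit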;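 also: agonist challenge used bursicon conditioned medium at about half maximal strength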
Casp6 inh – caspase-6 (human) enzyme inhibition | P55212 | purified caspase-6, Z-VEID-R110 cleavage fluorescence | inhibition, % at 12.5 µM | actives 0.53% (n = 350,000) | AID 686996;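 active = mean inhibition across replicates at least about 35%, with every replicate also reaching that limit, limit read from the data; inconclusive = only one of the two criteria met; inactive = neither criterion met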;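 also: 0% = median of neutral control wells and 100% = no fluorescence left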
Target sequence (P55212 24-179 limits assumed): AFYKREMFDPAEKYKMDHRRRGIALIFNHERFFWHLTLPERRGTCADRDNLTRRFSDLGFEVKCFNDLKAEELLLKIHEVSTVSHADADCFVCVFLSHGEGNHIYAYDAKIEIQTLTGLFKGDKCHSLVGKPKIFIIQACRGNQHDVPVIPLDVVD
Target sequence (P55212 194-293 limits assumed): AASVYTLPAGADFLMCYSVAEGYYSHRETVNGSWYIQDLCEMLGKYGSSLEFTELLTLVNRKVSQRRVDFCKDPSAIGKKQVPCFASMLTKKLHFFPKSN
Active calls of the source: *; u = inconclusive; x = not tested or not shown. This is a random part of the collection; 4.9% or so of the library scored in one or more.

SMILES	PAX8 reporter	EWS-Fli block	ARNT-TACC3 inh	DENV2 CPE	SIRT5 inh	LGR2 antag	Casp6 inh
CO[C@@H]1CN(C)C(=O)c2ccc(NS(C)(=O)=O)cc2OC[C@@H](C)N(C)C[C@H]1C	x	9	-4	-10	-2	7	0
O=C(O)c1cccc(COc2ccc3c(c2)CCC3)c1	108*	88*	-10	-3	1	101*	5
O=C(Nc1ccccc1Br)C1CC(=O)N(c2ccc3c4c(cccc24)CC3)C1 (configuration not stated)	6	7	11	8	5	14	4
CO[C@H]1CN(C)C(=O)c2cc(NC(=O)C3CC3)ccc2OC[C@H](C)N(CC2CCCC2)C[C@@H]1C	x	-3	0	u	0	-7	-1
CCS(=O)(=O)N1CCC(C(=O)Nc2ccc3c(c2)CCC3)CC1	-25	x	-2	-5	-2	-20	2
COc1ccc2c3c(n(C)c2c1)[C@H](CO)N(C(=O)Nc1ccc(F)cc1)CC31CN(C(=O)Nc2c(C)noc2C)C1	x	7	x	0	1	2	-1
COCC(=O)Nc1ccc2c(c1)OC[C@@H](C)N(Cc1ccccc1F)C[C@@H](C)[C@H](OC)CN(C)C2=O	x	-8	-3	-4	-1	-1	0
N#Cc1cccc(-c2csc(C(O)(c3ccccc3)C(F)(F)F)n2)c1 (configuration not stated)	9	58*	x	-4	x	11	-2
CCCC#Cc1ccc([C@@H]2[C@H]3CN(C(=O)Nc4ccccc4F)CC(=O)N3[C@H]2CO)cc1	x	-5	x	14	-2	2	-1
COC(=O)COc1cc(OCC(=O)OC)c2c(-c3ccccc3)cc(=O)oc2c1	-7	-4	-11	-2	-6	26	0
CCOC(=O)/C(C#N)=C(\O)c1ccc(NC(=O)c2ccc([N+](=O)[O-])cc2)cc1	6	0	x	2	-6	4	-3
C[C@@H]1CN([C@@H](C)CO)C(=O)c2cccc(NC(=O)c3ccc(-c4nccs4)cc3)c2O[C@H]1CN(C)Cc1ccc2c(c1)OCO2	x	3	3	-6	4	18	1
CCOC(=O)c1ccc(NC(=O)Nc2cc(C)cc(C)n2)cc1	5	2	x	-5	-2	x	-4
COc1ccc(/C=C/C(=O)O)cc1S(=O)(=O)NCc1cccnc1	17	-6	-17	3	3	0	8
C[C@@H]1CN([C@H](C)CO)C(=O)c2cc(NS(=O)(=O)c3ccccc3)ccc2O[C@@H](C)CCCCO[C@@H]1CN(C)C(=O)NC1CCCCC1	-18	-6	-8	75*	2	-1	-3
C[C@H]1CCCCO[C@H](CN(C)C(=O)Nc2ccccc2)[C@@H](C)CN([C@@H](C)CO)C(=O)c2cc(NS(=O)(=O)c3ccccc3)ccc2O1	27	5	-2	3	5	2	-1
C/C=C/c1ccc2c(c1)O[C@@H](CN(C)C(=O)Cc1ccccn1)[C@H](C)CN([C@H](C)CO)S2(=O)=O	x	-4	-4	-9	-2	-21	0
COc1cc(NC(=O)CCN2CCN(c3ccccc3OC)CC2)cc(OC)c1	7	2	x	-3	-1	9	-2
CC(=O)Nc1ccc(S(=O)(=O)Nc2nc3ccccc3nc2Nc2ccc(O)c(C(=O)O)c2)cc1	23	-4	-1	4	8	10	19
CSc1ccc(S(=O)(=O)NCC(=O)OCC(=O)N2CC(C)CC(C)C2)cc1[N+](=O)[O-] (configuration not stated)	5	1	12	-1	-1	-3	8
O=C(c1cc(-c2cccc(Cl)c2)on1)N1CCN(c2ccc(F)cc2)CC1	6	13	x	-9	-3	6	3
Cc1nnc(-c2ccco2)c2cn(-c3cccc(Br)c3)nc12	25	12	x	1	3	13	4
CC(=O)N1[C@@H](CO)[C@@H](c2ccccc2)C12CN(Cc1ccccc1)C2	x	1	x	-1	-7	7	1
CCOc1ccc(C(=O)NCCc2cnc[nH]2)cc1OCC	2	-6	1	4	-1	6	0
O=C1NCCOC(=O)[C@H](Cc2ccc(F)cc2)C/C=C\C[C@H]1CC(=O)N(CCO)Cc1ccccc1	-9	-3	4	3	-2	5	0
COc1ccc2[nH]cc(CCNC(=O)Nc3ccccc3C)c2c1	1	11	-1	-2	2	1	-2
O=C(COC(=O)Cc1c(F)cccc1Cl)NC(=O)Nc1ccccc1F	-7	-2	-31	-3	-7	x	0
COC(=O)c1cc2oc(C)cc2n1CC(=O)N(C)c1ccccc1	x	x	-22	-4	-1	10	2
CC(Sc1nnnn1-c1ccc(O)cc1)C(=O)NC1CCCCC1C (configuration not stated)	7	x	5	34*	1	3	-1
CCOc1cc(C(=O)NC(C)Cc2cccs2)cc(OCC)c1OCC (configuration not stated)	10	8	x	-6	-2	5	-1
COc1ccc(NC(=O)N(C)C[C@H]2OCCCC[C@@H](C)Oc3ccc(NS(=O)(=O)c4cn(C)cn4)cc3C(=O)N([C@@H](C)CO)C[C@@H]2C)cc1	-7	-4	5	-4	-4	-20	2
COc1ccc(NC(=O)c2cc(-c3ccc(F)cc3OC(C)C)n[nH]2)cn1	6	2	x	-8	0	4	0
C[C@@H]1CN([C@H](C)CO)C(=O)c2cccc(NC(=O)Nc3ccc4c(c3)OCO4)c2O[C@@H]1CN(C)Cc1ccc(C(F)(F)F)cc1	-17	-1	7	36*	14	-6	-4
COc1ccc2c3c([nH]c2c1)[C@H](CO)N(C(=O)C1CCCC1)CC31CCN(C)CC1	1	5	x	-4	12	-12	-7
COCCN(C(=O)COC(=O)C1CC1)c1c(N)n(Cc2ccccc2)c(=O)[nH]c1=O	-13	-3	-1	0	-9	16	2
Cc1ccc(C(=O)COC(=O)CN2C(=O)C3C4CCC(C4)C3C2=O)cc1C (configuration not stated)	5	-1	3	2	0	-37	3
CC(=O)Nc1nnc(-c2c(-c3ccccc3Cl)noc2C)o1	7	8	9	u	0	-3	2
CC(=O)c1cccc(S(=O)(=O)Nc2cccnc2)c1	-5	4	24	-2	-1	-10	-1
CC(C)OCCCn1c(SC(C)C(=O)NC2CC2)nc2ccccc2c1=O (configuration not stated)	-2	-1	x	-3	-11	-8	0
COc1ccc(N2C(=O)NC(NC(=O)C(C)(C)C)(C(F)(F)F)C2=O)cc1 (configuration not stated)	-11	17	-7	-4	-1	-7	-1

Structures from the list above containing bromine:
SMILES	PAX8 reporter	EWS-Fli block	ARNT-TACC3 inh	DENV2 CPE	SIRT5 inh	LGR2 antag	Casp6 inh
O=C(Nc1ccccc1Br)C1CC(=O)N(c2ccc3c4c(cccc24)CC3)C1 (configuration not stated)	6	7	11	8	5	14	4
Cc1nnc(-c2ccco2)c2cn(-c3cccc(Br)c3)nc12	25	12	x	1	3	13	4

Returning to the listing with the 4 entries that preceded the break.
SMILES	PAX8 reporter	EWS-Fli block	ARNT-TACC3 inh	DENV2 CPE	SIRT5 inh	LGR2 antag	Casp6 inh
CC(=O)Nc1nnc(-c2c(-c3ccccc3Cl)noc2C)o1	7	8	9	u	0	-3	2
CC(=O)c1cccc(S(=O)(=O)Nc2cccnc2)c1	-5	4	24	-2	-1	-10	-1
CC(C)OCCCn1c(SC(C)C(=O)NC2CC2)nc2ccccc2c1=O (configuration not stated)	-2	-1	x	-3	-11	-8	0
COc1ccc(N2C(=O)NC(NC(=O)C(C)(C)C)(C(F)(F)F)C2=O)cc1 (configuration not stated)	-11	17	-7	-4	-1	-7	-1
O=C(CN1C(=O)NC(Cc2c[nH]c3ccccc23)C1=O)NC1CCCCC1 (configuration not stated)	9	7	-2	u	-6	7	0
C[C@H](CO)N1C[C@H](C)[C@@H](CN(C)C(=O)Cc2ccncc2)Oc2cc(C#CC3(O)CCCC3)ccc2S1(=O)=O	-23	2	x	x	x	4	x
COc1ccccc1-c1nnc(SC(C)C(=O)Nc2ccc(C(N)=O)cc2)o1 (configuration not stated)	31	-1	3	-3	0	-1	-3
CO[C@@H](C(=O)N(C)C[C@H]1OCc2ccccc2-c2c(n(C)c3ccccc23)C(=O)N([C@@H](C)CO)C[C@H]1C)c1ccccc1	10	-1	x	x	x	8	x
COc1cccc(CNc2nccs2)c1O	-10	-9	4	3	1	6	1
N#C/C(=C\c1cn(CCOc2ccccc2F)c2ccccc12)C(=O)NCc1cccs1	27	10	-6	-6	2	7	-4
Cc1ccc(S(=O)(=O)CCC(=O)Nc2ccccc2Br)cc1	-9	4	-5	2	11	21	-6
CCOCCOC(NC(=O)c1ccccc1)(C(F)(F)F)C(F)(F)F	13	1	-1	4	-4	-3	-2
COc1ccc(NC(=O)c2cc(-c3cc(F)ccc3OC)n[nH]2)c(OC)c1	-4	-10	x	-1	1	-10	-1
CN(C)C(=O)c1ccc(-c2ccc3c(c2)[C@H]2[C@H](CCN2C(=O)C2CCOCC2)[C@H](CO)N3C)cc1	-9	-7	3	-1	-15	-1	7
Cc1ccc(S(=O)(=O)Oc2cccc([N+](=O)[O-])c2)cc1	-8	-10	1	-10	x	x	1
COC(=O)C[C@@H]1CC[C@H]2[C@@H](COc3ccc(NS(=O)(=O)c4cccc(F)c4)cc3C(=O)N2C)O1	-6	3	6	-5	-1	2	-1
Oc1ccc(N2CCN(CC(O)c3ccccc3)CC2)cc1 (configuration not stated)	-30	-7	1	8	-8	8	2
CC(=O)c1ccc(N2CCN(C(=O)CN3C(=O)NC4(CCCCC4)C3=O)CC2)c(F)c1	4	11	3	-5	-1	10	2
CCCOC(=O)C1[C@H]2C(=O)N(CCCOC)C[C@]23C=C[C@H]1O3 (some centres not stated)	x	-1	-2	13	-5	-7	0
CC(C)NC(=O)N(C)C[C@H]1Oc2cc(-c3cncnc3)ccc2S(=O)(=O)N([C@@H](C)CO)C[C@H]1C	x	-8	-1	12	-2	-13	-1
O=C(COC(=O)c1cccc(Cl)c1)NCc1ccccc1	2	-5	0	u	x	-1	-2
C[C@H]1CN([C@@H](C)CO)S(=O)(=O)c2ccc(/C=C/c3ccccc3)cc2O[C@H]1CN(C)C(=O)Nc1cccc(F)c1	u	8	-5	9	-2	6	1
CN(C)S(=O)(=O)c1cccc(NC(=O)c2cccc(N3C(=O)CCC3=O)c2)c1	-3	2	-1	2	2	-11	2
COC(=O)[C@]1(Cc2ccccc2)N[C@H](CN(C)S(=O)(=O)c2ccc(C)cc2)[C@@H]2C(=O)N(Cc3ccccc3)C(=O)[C@@H]21	4	10	-3	24*	8	22	4

Records listed so far shown as hits in LGR2 antag.
| Compound | ARNT-TACC3 inh | SIRT5 inh | LGR2 antag | Casp6 inh |
| --- | --- | --- | --- | --- |
| O=C(O)c1cccc(COc2ccc3c(c2)CCC3)c1 | -10 | 1 | 101* | 5 |

New compounds follow:
SMILES	PAX8 reporter	EWS-Fli block	ARNT-TACC3 inh	DENV2 CPE	SIRT5 inh	LGR2 antag	Casp6 inh
COc1ccc(OCCCC(=O)OC(C)C(=O)Nc2ccc(NC(C)=O)cc2)cc1 (configuration not stated)	-6	x	-4	-23	0	4	1
COc1ccc(NC(=O)CSc2nnnn2C2CCCCC2)c(OC)c1	-8	9	-2	1	2	5	1
COCC(=O)N1C[C@@H]2[C@H](c3ccccc31)[C@@H](CO)N2Cc1ccccc1F	-5	10	-21	-6	1	4	2
CCOC(=O)C1CCN(C(=O)CCC(=O)NNc2nc3ccccc3c3nc(C)nn23)CC1	-17	0	-2	3	-1	3	1
